Bioassay records deposited in PubChem BioAssay by The Scripps Research Institute Molecular Screening Center.
LEDGF integ inh: blocks HIV-1 LEDGF/p75-dependent DNA integration; TR-FRET IN-LEDGF/p75 DNA integration, Eu/Cy5; inhibition, % at 3.7 µM; 0.64% of 370,000 active; AID 743269;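 active = inhibition above the screen-wide mean plus 3 SD, cut at about 13% in these data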;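 note: signal is the Cy5 over europium emission ratio at 671 and 618 nm; 0% = plate median of compound wells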
PG9 binder: PG9 antibody binding by small molecule; inhibition, % at 6.7 µM; AID 624416; TR-FRET gp120-PG9 antibody binding; 0.43% of 360,000 active; in the data active = inhibition above about 8.5%
DDE Tn7 FP inh: DD(E)-Tn7 binding inhibition, primary FP screen. P02675. 0.13% of 370,000 active. inhibition, % at 8.3 µM. AID 720508. FP displacement of FITC-Tn7 peptide from fibrin DD(E); 0% = median of compound wells per plate;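 active = inhibition above the mean of compounds falling within the control limits plus 3 SD of them, cut at about 14% in these data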;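 note: 0% = plate median of compound wells and 100% = 10 µM Aha-Tn7 peptide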
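Test system – human fibrin DD(E) · Times – 10 min preincubation, 3 h with tracer, room temperature · Detection – fluorescence polarization of the labelled Tn7 tracer · Measure – percent inhibition normalized to high-control wells · Benchmarks – high control wells with 10 µM unlabelled Aha-Tn7 peptide (full inhibition) · Repeats – singlicate testing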
TCR CD3 inh: blocks the human TCR-CD3 interaction | TAMRA-labeled TCR probe fluorescence, biochemical | inhibition, % at 9.4 µM | 0.37% of 360,000 active | AID 651800; in the data active = inhibition above about 19%;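 note: recombinant mutant TCR 2C K166C tagged with TAMRA read by polarization; 0% = receptor in buffer alone and 100% = receptor with positive control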
TDP2 inh: blocks human TDP2 phosphodiesterase activity. O95551. recombinant TDP2, T5PNP hydrolysis, p-nitrophenol absorbance 415 nm. inhibition, % at 12.8 µM. 0.34% of 370,000 active. AID 720702;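 active = inhibition above the mean of all tested compounds plus 3 SD, set per campaign, cut at about 25% in these data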;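 note: 0% = DMSO with enzyme and 100% = buffer with substrate but no TDP2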
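Test system: human TDP2 enzyme; Input: 120 nM TDP2 per well; Buffer or medium: Mg2+-containing Tris-HCl buffer, pH 7.5; Reagent: 5 mM T5PNP; Dosing: 12.8 µM single point, 1% DMSO; Incubation: reaction 2 h, 37 °C; Detection: p-Nitrophenol epi absorbance; Read-out: % inhibition relative to enzyme-containing and enzyme-free wells; Replicates: single well per compound.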
PRMT1 inh: PRMT1 (human) inhibition, primary screen | Q99873 | recombinant PRMT1, activity-based probe fluorescence polarization | inhibition, % at 2.79 µM | 1.3% of 370,000 active | AID 652257;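 active = inhibition above about 21% made by adding two undisclosed values, limit read from the data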
SIAE inh: human SIAE inhibition, primary screen; Q9HAT2; SIAE FP-Rh probe binding, fluorescence polarization; inhibition, % at 9.66 µM; 0.69% of 370,000 active;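 active = inhibition above a cutoff: mean of compounds within the control limits plus 3 SD of those, cut at about 17% in these data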;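 note: 0% = plate median of compound wells and 100% = probe without SIAE protein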
HTRA1 inh: blocks human HTRA1 serine peptidase; recombinant HTRA1, FP-rhodamine activity-based probe, fluorescence polarization; 0.5% of 340,000 active; AID 504803; inhibition, % at 5.96 µM; in the data active = inhibition above about 36%;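 note: 0% = enzyme with DMSO and 100% = wells lacking enzyme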
Target sequence (Q92743 whole entry, looked up): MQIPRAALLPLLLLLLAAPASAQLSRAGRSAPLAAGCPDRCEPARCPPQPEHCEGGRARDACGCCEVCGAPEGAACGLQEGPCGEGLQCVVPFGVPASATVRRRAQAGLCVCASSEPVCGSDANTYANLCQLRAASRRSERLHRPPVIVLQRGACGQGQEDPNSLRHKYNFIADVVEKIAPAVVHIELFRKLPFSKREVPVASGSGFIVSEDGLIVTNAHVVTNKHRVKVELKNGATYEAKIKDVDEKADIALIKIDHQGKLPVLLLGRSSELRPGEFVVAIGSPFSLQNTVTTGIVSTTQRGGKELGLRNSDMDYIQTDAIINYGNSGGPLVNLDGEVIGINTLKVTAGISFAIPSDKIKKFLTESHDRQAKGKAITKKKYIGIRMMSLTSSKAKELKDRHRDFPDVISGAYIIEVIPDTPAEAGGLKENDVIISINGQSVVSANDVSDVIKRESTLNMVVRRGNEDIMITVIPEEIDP
UHRF1 MBD2 ctr: UHRF1 methyl-DNA binding inhibition | UHRF1 binding to methylated oligo, TR-FRET | inhibition, % at 4.4 µM | 0.75% of 370,000 active | Q96T88; in the data active = inhibition above about 21%;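 note: UHRF1 SRA domain binding a hemimethylated CpG hairpin DNA probe; 0% = median of test compound wells and 100% = reference inhibitor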
mABHD4 FP: inhibitors of mouse ABHD4; Q8VD66; AID 720543; 0.54% of 370,000 active; inhibition, % at 8.92 µM; purified mABHD4, FP-Rh probe fluorescence polarization;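 active = inhibition exceeding the mean over every tested compound plus 3 SD, cut at about 30% in these data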;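 note: 0% = plate median of compound wells and 100% = S159A mutant with DMSO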
Target sequence (Q8VD66 whole entry, looked up): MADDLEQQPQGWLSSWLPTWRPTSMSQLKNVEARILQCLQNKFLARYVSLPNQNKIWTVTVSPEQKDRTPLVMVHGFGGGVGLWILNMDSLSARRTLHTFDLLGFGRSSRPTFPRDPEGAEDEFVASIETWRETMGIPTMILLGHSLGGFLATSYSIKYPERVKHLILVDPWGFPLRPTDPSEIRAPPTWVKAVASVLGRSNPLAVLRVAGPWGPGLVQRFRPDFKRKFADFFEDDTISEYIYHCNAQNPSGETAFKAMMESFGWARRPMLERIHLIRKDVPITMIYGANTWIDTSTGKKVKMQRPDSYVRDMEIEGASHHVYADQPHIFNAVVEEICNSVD
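System: mouse ABHD4 enzyme, wild type / Medium: HEPES pH 7.0, NaCl, Pluronic buffer / Reagent: FP-Rh activity-based fluorescent probe / Control set: S159A mutant high control, sample median low control / Detection: fluorescence polarization with parallel and perpendicular emission, 525/598 nm / Schedule: 45 min + 60 min at 25 °C / Compound dosing: 8.92 µM, single dose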
* marks the source's active call; other numbers are inactive results; / = not tested or not shown.

SMILES	LEDGF integ inh	PG9 binder	DDE Tn7 FP inh	TCR CD3 inh	TDP2 inh	PRMT1 inh	SIAE inh	HTRA1 inh	UHRF1 MBD2 ctr	mABHD4 FP
COc1ccc2c(C(=O)c3ccc(C)cc3)n(CCC(N)=O)[n+]([O-])c2c1	2	-2.9	-3	3	-3	0	-4	2	-4	-3
Cc1cc(OCC(=O)NCCc2ccc(S(N)(=O)=O)cc2)c2c(C)cc(=O)oc2c1	5	-0.8	-4	2	17	-3	5	-5	14	2
CC(C)CCNC(=O)/C=C/c1ccc(Br)cc1	-3	-0.8	2	-3	-6	1	-2	-3	4	-4
CC(C)OC(=S)N/C(=N\S(=O)(=O)c1ccccc1)c1ccccc1	-5	-1.7	7	6	-3	-1	4	-4	-4	3
CCOc1ccc(C)cc1S(=O)(=O)NC1CCCCC1	-2	0.3	2	9	-6	-2	3	1	2	4
COc1ccc(-c2noc(N3CCC(C(=O)NCCCN4CCCCC4)CC3)n2)cc1	4	-1.1	4	-1	-6	-5	-2	-5	2	-4
Nc1c(C(=O)Nc2ccccc2)sc2nc(-c3ccco3)ccc12	9	4.1	3	6	8	52*	30*	-7	-3	8
Cc1cc2[nH]c(=O)cc(-c3ccccc3)n2n1	-1	-0.9	3	-6	2	0	2	12	0	4
CC(C)CC(NC(N)=O)C(=O)OCC(=O)Nc1ccc(SC(F)F)cc1 (stereo not given)	-3	-0.7	1	1	13	9	1	-5	9	1
COc1ccc(OCCC(=O)OCC(=O)NC(=O)NC(C)(C)C)cc1	3	-0.5	-1	-1	2	-1	4	19	2	-3
O=C1c2ccccc2C(Nc2ccc(S(=O)(=O)N3CCOCC3)cc2)N1c1cccnc1 (stereo not given)	0	0.8	-6	-5	1	0	0	0	6	1
CCCCNC(=S)Nc1ccc(Oc2ccccc2)cc1	-1	0.4	0	-4	6	0	5	-10	1	-9
CC(C)(C)CC(=O)N1CCN(c2ccc(S(=O)(=O)N3CCOCC3)cc2[N+](=O)[O-])CC1	2	0.7	4	-1	3	0	15	5	16	7
CCN1CCN(S(=O)(=O)c2cccc(S(=O)(=O)N3CCOCC3)c2)CC1	0	-0.3	4	8	1	-2	12	-1	-2	0
O=C(O)c1cccc(Br)c1	-1	-1.6	0	-6	-4	2	-3	-1	1	0
CCn1cc([N+](=O)[O-])c(C(=O)Nc2ccn(Cc3ccccc3)n2)n1	2	-1.3	-10	1	-9	-1	-1	6	1	-1
CC(C(=O)NC1CCCC1)N(c1ccc(Oc2ccccc2)cc1)S(C)(=O)=O (stereo not given)	3	2.7	-3	6	-2	5	-1	-1	0	7
CCN(CC)S(=O)(=O)c1cc(C(=O)N=c2sccn2C)ccc1OC	-5	-0.5	3	0	-8	2	3	-3	1	-7
COc1ccccc1N1CCN(S(=O)(=O)c2cc(C(F)(F)F)cc(C(F)(F)F)c2)CC1	3	-2.2	-11	3	0	-1	-3	2	0	5
O=C(c1ccc2c(c1)OCO2)N(CC1CCCO1)C1(C(=O)NC2CCCCC2)CCCCC1 (stereo not given)	3	-0.4	-2	9	0	-1	6	3	-1	1
Cc1ccc(S(=O)(=O)N(C)CC(=O)OCC(=O)NC(=O)Nc2ccc3c(c2)OCCO3)cc1	-1	-0.8	-2	-2	2	7	1	2	1	-8
O=C1Nc2ccccc2-n2nnnc2C1N1CCN(CCN2CCOCC2)CC1 (stereo not given)	-2	0.9	-5	2	-3	-2	3	/	0	4
O=C(Nc1ccccc1Br)C1CCN(C(=O)Cc2ccccc2)CC1	-2	-2.1	-6	-1	-1	-1	1	2	-2	-4
CSc1nnc(-c2ccccc2SC)o1	-4	4.8	6	5	-9	-1	6	1	-2	5
CC1CCN(S(=O)(=O)c2ccc3c(c2)N(CC(=O)NCCCOC(C)C)C(=O)CS3)CC1	1	-2.0	1	7	-6	3	-3	8	0	-3

Continuation.
SMILES	LEDGF integ inh	PG9 binder	DDE Tn7 FP inh	TCR CD3 inh	TDP2 inh	PRMT1 inh	SIAE inh	HTRA1 inh	UHRF1 MBD2 ctr	mABHD4 FP
O=C(Cn1nc(-c2ccc3c(c2)OCCO3)ccc1=O)Nc1ccc(-n2cnnn2)cc1	0	5.2	8	2	2	-8	-47	4	-3	-1
COc1ccc(CC(=O)NCC(=O)N/N=C(/C)c2ccco2)cc1	1	-0.2	-2	5	9	2	6	/	-4	2
O=C1CCC(C(=O)N(CCO)Cc2ccccc2)CN1CCc1cccc(F)c1 (stereo not given)	2	-0.1	-4	5	7	1	1	6	14	-5
COc1ccc(-n2cc(C(=O)c3cc4ccccc4oc3=O)c(C(C)=O)n2)cc1	0	0.3	8	2	-10	-1	6	10	1	-2
CC(=O)Nc1c(O)nc(C)[nH]c1=O	2	-1.0	9	7	8	-4	11	/	-4	-3
CCOc1ccc(NC(=O)CN2CCN(CC(=O)Nc3ccc(OC)cc3OC)CC2)cc1	-2	-2.6	2	3	-8	-1	8	0	-1	0
COc1cc(NC(=O)c2ccco2)c(OC)cc1NC(=O)c1cc(OC)c(OC)c(OC)c1	1	-0.8	-1	4	8	0	11	3	1	-1
CC(C)(C)n1ncc2c(=O)n(CC(=O)Nc3ccc4c(c3)OCCO4)cnc21	-3	-0.3	4	10	-4	0	-3	-2	-3	1
O=C(NCCCO)C(=O)Nc1cc2c3c(c1)CCC(=O)N3CCC2	0	-1.4	-5	9	-14	-6	-7	4	1	4
O=S(=O)(Nc1ccc2c(c1)OCCO2)c1ccc(F)cc1	0	4.6	0	-2	5	2	-4	2	-2	1
CC(=O)Nc1cccc(NC(=O)CSc2nc(C3CC3)nc3ccccc23)c1	-1	-1.0	4	-4	17	1	-10	-10	1	1
CCC(Cc1ccccc1)NC(=O)C1CCC(CNc2c(N3CCCC3)c(=O)c2=O)CC1 (stereo not given)	-4	-0.8	-5	2	4	-3	10	0	-1	8
Cc1ccc(OCC(O)CN2CCN(CC(O)COC(C)C)CC2)c(C(C)(C)C)c1 (stereo not given)	4	-3.3	-3	6	-5	-1	-1	8	-2	-1
COCCNC(=O)CCCn1c(=O)c2cc(OC)c(OC)cc2n(CC(=O)Nc2ccc(C)c(F)c2)c1=O	6	0.3	-1	1	-5	-4	-9	-4	0	-9
COc1ccc(CCC(=O)OCC(=O)NCc2ccc3c(c2)OCO3)cc1	-1	-0.2	-1	-1	3	1	-6	-6	-3	-5
COc1ccccc1NC(=O)c1ccc(C)s1	1	-0.2	-2	3	-1	2	-6	-10	3	2
Cc1cc(C)c(NC(=O)COC(=O)c2ccncc2)c(C)c1	1	-0.2	-5	1	0	-9	-1	-1	1	1
Cc1nc(-c2ccccc2)sc1C(=O)Nc1ccc(S(N)(=O)=O)cc1	-3	0.3	-3	0	-12	2	-9	-17	1	-14
COc1ccc(NC(C)=O)cc1NC(=O)CSc1nnc(-c2ccccn2)n1C	-4	0.4	2	1	5	-3	-5	-5	-2	6
Cc1cc(=O)[nH]c(NCc2ccc(Cl)cc2)n1	4	-3.5	-3	0	5	-6	1	2	4	1
N#C/C(=C\c1ccncc1)c1ccc(NC(N)=O)cc1	9	-2.7	1	-5	-9	-2	8	2	-3	-6
COCCNC(=S)NNC(=O)c1cc(-c2cccnc2)nc2ccccc12	4	-3.2	-7	9	5	-1	5	8	-2	1
Cc1ccc(NC(=O)Nc2c(C)n(C)n(-c3ccccc3)c2=O)cc1	-1	-1.1	-5	-10	3	1	3	-2	1	-3
CCN(CCO)c1ccc(N=Nc2cc(C)[nH]n2)cc1	-2	-10	2	-2	1	-3	-7	-2	-18	-4
COc1cccc(NS(=O)(=O)c2cc3c(cc2C)N(C)CCO3)c1	1	-0.1	3	3	1	-1	7	-3	-3	-7

(more compounds)
SMILES	LEDGF integ inh	PG9 binder	DDE Tn7 FP inh	TCR CD3 inh	TDP2 inh	PRMT1 inh	SIAE inh	HTRA1 inh	UHRF1 MBD2 ctr	mABHD4 FP
O=[N+]([O-])c1cc(C=NN2CCN(Cc3ccccc3Cl)CC2)ccc1Cl	1	/	2	/	-9	5	6	/	2	-11
CCOc1cc(Br)c(COc2ccc(C)nc2[N+](=O)[O-])cc1OCC	2	-0.5	5	-2	-13	-2	6	-4	0	-10
CC1(C)CC(NS(=O)(=O)c2ccc(S(=O)(=O)N3CCOCC3)cc2)CCO1 (stereo not given)	-4	0.6	-6	13	7	1	0	-4	2	0
C=CCn1c(SCC(=O)NCC2CCCO2)nc2sc(C)c(C)c2c1=O (stereo not given)	-4	-1.7	0	-2	6	0	4	3	2	-1
CCOC(=O)c1cnn(Cc2ccccc2)c1N	0	-2.2	-7	1	-4	-1	0	-4	-1	0
CCOc1cc(/C=N/N=C2/NC(=O)C(CC(=O)O)S2)ccc1OS(=O)(=O)c1ccc(C)cc1 (stereo not given)	-1	-0.6	-11	7	-1	7	-19	-8	1	14
CN(C)S(=O)(=O)c1cccc(C(=O)NCC2CCCO2)c1 (stereo not given)	-6	0.7	6	3	0	2	5	0	3	10
CCCCN(C=O)c1c(CC)nc2c(OCCC)cccn12	2	-0.4	-1	-1	0	-3	-2	/	-3	3
COc1cccc(C2C3=C(CC(C)(C)CC3=O)Nc3cc4c(cc32)OCO4)c1 (stereo not given)	0	-0.6	0	6	0	-2	8	-7	0	6
Cc1c(NC(=O)CSc2ncn[nH]2)c(=O)n(-c2ccccc2)n1C	3	-0.1	-10	-3	0	-1	-3	-3	15	4
COc1ccc(NS(=O)(=O)c2csc(C(N)=O)c2)cc1OC	4	-1.8	-4	0	-20	-3	1	12	2	-3
COc1cc2oc3cc(C)oc(=O)c3c2cc1OC	2	0.4	8	9	5	-6	3	-4	-12	-3
O=C(OCc1ccc([N+](=O)[O-])cc1)c1cnc(Cl)c(Cl)c1	1	0.3	-2	12	4	1	7	-1	-1	0
O=C(CN(Cc1ccccc1)S(=O)(=O)c1ccc(Br)cc1)N/N=C/c1ccccc1C(=O)O	0	-1.1	10	5	-2	1	-5	-5	3	-2
CC1CCC(=O)N(CCSc2ccccc2)CC1 (stereo not given)	1	-2.2	-4	6	-7	0	-2	-12	-1	3
Cc1ccc(SCCn2nc(C(=O)O)c3ccccc3c2=O)cc1	2	1.4	8	7	8	-2	2	-4	-1	-5
O=C(CCCN1C(=O)c2cccc3cccc(c23)C1=O)NCc1cccnc1	5	0.9	-6	-5	-5	-3	0	0	-6	-10

Ordered by molar mass (lowest first): 3 of the compounds above.
SMILES	LEDGF integ inh	PG9 binder	DDE Tn7 FP inh	TCR CD3 inh	TDP2 inh	PRMT1 inh	SIAE inh	HTRA1 inh	UHRF1 MBD2 ctr	mABHD4 FP
COc1cccc(C2C3=C(CC(C)(C)CC3=O)Nc3cc4c(cc32)OCO4)c1 (stereo not given)	0	-0.6	0	6	0	-2	8	-7	0	6
O=[N+]([O-])c1cc(C=NN2CCN(Cc3ccccc3Cl)CC2)ccc1Cl	1	/	2	/	-9	5	6	/	2	-11
CCOc1cc(Br)c(COc2ccc(C)nc2[N+](=O)[O-])cc1OCC	2	-0.5	5	-2	-13	-2	6	-4	0	-10
